Source: PubChem BioAssay
IP6K1 inhibitor = blocks human inositol hexakisphosphate kinase 1. Q92551. IP6K1 kinase, ADP-Glo luminescence, 2 h; stronger effect = lower value. activity change, % (series mostly up to about 58 µM). 0.81% of 140,000 active. AID 1645851; in the data active = activity change below about -25%
Target sequence (Q92551 whole entry, looked up): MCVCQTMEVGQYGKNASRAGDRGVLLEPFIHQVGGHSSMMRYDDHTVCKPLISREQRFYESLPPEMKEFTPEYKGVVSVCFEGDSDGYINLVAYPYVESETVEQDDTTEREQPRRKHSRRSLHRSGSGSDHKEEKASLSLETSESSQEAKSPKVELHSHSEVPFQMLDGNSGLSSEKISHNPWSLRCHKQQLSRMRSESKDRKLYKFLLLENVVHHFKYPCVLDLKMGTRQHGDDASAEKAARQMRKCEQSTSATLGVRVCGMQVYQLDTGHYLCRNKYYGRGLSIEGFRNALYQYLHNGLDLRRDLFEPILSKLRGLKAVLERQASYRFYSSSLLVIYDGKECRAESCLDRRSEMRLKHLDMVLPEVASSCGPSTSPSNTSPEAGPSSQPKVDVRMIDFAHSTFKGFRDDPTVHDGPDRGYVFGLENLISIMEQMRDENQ
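ADP-Glo luminescence measures ADP made by human IP6K1 during a 2 h RT reaction with ATP/IP6 (mix at 1.3 mM/130 uM); top library doses 57.5 and 19.1 uM final.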
HEK293 viab = counter-screen for SNCA expression inhibitors: cell viability | HEK-293-SNCA-luc viability, GF-AFC fluorescence, 24 h | Potency, µM (titrated, usually from 57.1 µM), without a hit: at the highest dose activity change, negative = cytotoxicity, most hits filed as cytotoxic | 0.12% of 150,000 active;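 note: potency is the fitted concentration of half-maximal effect; 0% = DMSO-treated cells and -100% = medium-only wells without cells; nearly all actives have a fitted effect of over 30% in size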
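Cytotoxicity counterscreen: after 24 h compound treatment of genome-edited SNCA-luciferase HEK-293 cells, live-cell protease substrate GF-AFC read by fluorescence after 30 min; activity scaled between DMSO (0%) and medium-only (-100%), curves Hill-fitted.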
GPT2 inhibitor = blocks human glutamate pyruvate transaminase 2; 0.25% of 100,000 active; Potency, µM (titrated, usually from 57.7 µM), inactives show at the highest dose activity change, negative = inhibition, hits mostly inhibitors; Recombinant GPT2, coupled pyruvate oxidase/HRP Amplex Red fluorescence; note: potency is the fitted concentration of half-maximal effect; nearly all actives have a fitted effect of over 60% in size; many of its hits are not listed in these tables
Target sequence (Q8TD30 whole entry, looked up): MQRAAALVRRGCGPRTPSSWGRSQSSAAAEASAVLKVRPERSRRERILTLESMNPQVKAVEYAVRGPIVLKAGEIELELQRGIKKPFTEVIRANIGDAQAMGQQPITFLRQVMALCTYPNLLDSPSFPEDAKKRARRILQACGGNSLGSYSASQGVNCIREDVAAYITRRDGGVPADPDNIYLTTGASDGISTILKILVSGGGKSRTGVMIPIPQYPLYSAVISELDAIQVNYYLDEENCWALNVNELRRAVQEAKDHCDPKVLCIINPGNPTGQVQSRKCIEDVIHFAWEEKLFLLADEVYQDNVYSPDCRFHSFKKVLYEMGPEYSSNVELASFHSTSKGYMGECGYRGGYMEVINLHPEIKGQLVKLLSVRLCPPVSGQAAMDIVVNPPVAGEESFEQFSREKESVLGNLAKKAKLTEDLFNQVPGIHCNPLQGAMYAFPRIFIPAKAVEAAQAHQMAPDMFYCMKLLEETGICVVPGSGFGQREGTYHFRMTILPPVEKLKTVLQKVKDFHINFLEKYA
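Fluorescence of coupled pyruvate oxidase/HRP/Amplex Red system (50uM Amplex, 30 min, dark) reports pyruvate formed by GPT2. Enzyme reaction: 10ng/uL GPT2, 2mM L-alanine, 250uM a-KG, 30 min room temperature, pH 7.5; 50uM AOA control.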
NIH3T3 tox = NIH 3T3 cell cytotoxicity. 4.3% of 94,000 active. Potency, µM (highest dose often 96.7 µM), without a hit: at the highest dose activity change, negative = cytotoxicity, usual class: inhibitors. NIH 3T3 viability, CellTiter-Glo ATP luminescence, 48-72 h; note: potency is the fitted concentration of half-maximal effect; nearly all actives have a fitted effect of over 55% in size
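ATP-dependent luminescence (CellTiter-Glo) served as the viability signal for NIH 3T3 cells treated with compound for 48 or 72 hr at 37 °C.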
Luciferase inh = blocks purified firefly luciferase enzyme activity. AID 1347043. purified P. pyralis luciferase, luminescence, biochemical. P08659. 2.5% of 76,000 active. Potency, µM (top dose mostly 115 µM), inactives show top-dose activity change, negative = inhibition, actives largely listed as inhibitors; note: potency is the fitted concentration of half-maximal effect; nearly all actives have a fitted effect of over 65% in size
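Inhibitors were tested against purified firefly luciferase in a biochemical, low-substrate format (both substrates at 10uM) and luminescence measured with a CCD imager.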
HEK cytotox = kills HEK 293 cells; HEK 293 viability, ATP luminescence (CellTiter-Glo), 48-72 h; Potency, µM (titrated, usually from 115 µM), inactives show top-dose activity change, negative = cytotoxicity, hits mostly inhibitors; 6.6% of 94,000 active; note: potency is the fitted concentration of half-maximal effect; nearly all actives have a fitted effect of over 60% in size
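Viability of HEK 293 cells, plated at 250 cells/well, was judged by cellular ATP after compound treatment for 48 or 72 hr. Luminescence was imaged 10 min after CellTiter-Glo addition at room temperature.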
SNCA expr inhib = SNCA gene expression inhibition; HEK-293 SNCA-luciferase knock-in, luminescence, 24 h; Potency, µM (highest dose often 57.2 µM), for the others: top-dose activity change, negative = inhibition, actives largely listed as inhibitors; 0.17% of 140,000 active;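 note: potency is the fitted concentration of half-maximal effect; plate controls were DMSO cells for no effect and cell-free wells for full effect; nearly all actives have a fitted effect of over 45% in size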
* marks the source's active call; other numbers are inactive results; i = inactive; ? = inconclusive; / = not tested or not shown; [ ] = remark or other dose. Unless noted, calls come from the whole dose curve; as a rule, active = well fitted curve in the direction sought with a large enough effect; inconclusive = small, poorly fitted or top-dose-only effect, or another doubt; inactive = no such curve, though single readings can be large; an effect the other way counts as inactive or inconclusive. Unless noted, % is set by controls: 0 for no effect and ±100 for the full control effect.

SMILES | IP6K1 inhibitor | HEK293 viab | GPT2 inhibitor | NIH3T3 tox | Luciferase inh | HEK cytotox | SNCA expr inhib
COc1ccc([C@H]2CN(C(=O)C3(c4ccc(F)cc4)CC3)C[C@@H]2N)cc1 | 37 | -10% | 3%[11.5 µM] | -12% | -6% | ? | 4%
CS(=O)(=O)N1CC(n2cc(C(=O)NCC3CC3)nn2)C1 | 0 | 4% | i | -9% | 4% | -5% | -5%
Cc1ccc(-c2nc3n(n2)C(=O)CC(c2ccc(C)cc2)S3)cc1 (centres undefined) | -1 | 0% | / | / | / | / | 5%
Cc1ccc(NC(=O)N2CCc3c(C(=O)NC(C)C)cccc32)cc1 | 6 | 3% | i | ? | 0.32µM* | ? | ?
COC(=O)c1c(SC)nc2ccccc2c1OCc1cc(C)ccc1C | 40 | 6% | / | / | / | / | ?
CCc1cccc(C)c1NC(=O)c1cc(S(=O)(=O)N(C)Cc2ccccc2)ccc1F | 13 | 4% | / | / | / | / | ?
COCC(=O)N(C)Cc1ccc(-c2ccccc2)cc1 | -1 | 11%[87.6 µM] | -16%[88.5 µM] | ? | ? | ? | 85%[activator][87.6 µM]
Cc1[nH]c2ccccc2c1CC(=O)N[C@@H](Cc1ccccc1)C(=O)N(C)c1ccccc1 | -8 | -31% | -9% | / | / | / | /
CCN1C(=O)CN(C(=O)C2CC2)CC12CCOCC2 | 13 | -4% | 4% | -18% | -4% | -18% | 4%
O=C(Cn1ccn2nc3c(c2c1=O)CCCCC3)Nc1ccccc1F | 31 | -14% | i | -10% | 45µM* | -26% | ?
COCC(=O)N1CC(CNc2ccccc2)C2(C1)CN(c1ccccc1)C2 (centres undefined) | 4 | -5%[87.6 µM] | i | -14%[138 µM] | 8%[172 µM] | ? | 22%[87.6 µM]
CC(C)c1nc2ccccc2n1CC(=O)N1CC[C@](C)(O)[C@@H](O)C1 | 5 | -2% | 4% | 1% | 2% | -2% | 0%
COc1ccc(-n2c(=O)c3sc4ccccc4c3n(CC(=O)NC3CCCCC3)c2=O)cc1 | -11 | ? | / | / | / | / | 37%[activator]
CN1C(=O)[C@H]2CN(Cc3ccc(Br)cc3)C[C@H]2C1=O | -3 | 6% | 5% | ? | -3% | -4% | 34%[activator]
COc1ccc(CNC(=O)C2CCCN(Cc3cccc(-c4ccsc4)c3)C2)cc1 (centres undefined) | -8 | / | / | ? | / | ? | /
O=C1CO[C@H]2CCN(Cc3ccncc3)CC[C@@H]2N1Cc1c[nH]c2ccccc12 | -17 | 5%[87.6 µM] | -3%[88.5 µM] | -26%[138 µM] | -6%[172 µM] | ? | 13%[87.6 µM]
CC1CCCN(c2cc3c(cc2F)c(=O)c(S(=O)(=O)c2cccc(Cl)c2)cn3Cc2ccccc2)C1 (centres undefined) | -7 | -6% | / | / | / | / | 0%
CCC(=O)N1CCc2cc(Br)cc(S(=O)(=O)N3CCCC(C(=O)NCc4ccc(F)cc4)C3)c21 (centres undefined) | 1 | 5% | / | / | / | / | 19%
O=C(NCC(O)CO)c1c(I)c(C(=O)NCC(O)CO)c(I)c(N(CCO)C(=O)CO)c1I (centres undefined) | -3 | -2%[23.9 µM] | i | / | / | / | 54%[25.6 µM]
Cn1cncc1-c1nnc([C@H]2CCN(Cc3ccc(Cl)cc3)C2)o1 | 9 | -18%[87.6 µM] | -2%[88.5 µM] | -19%[174 µM] | 4%[172 µM] | ? | 14%[87.6 µM]
COc1ccc(-n2nc3ccc(NC(=O)c4ccc(-c5cc(Cl)ccc5Cl)o4)cc3n2)cc1 | -3 | 3% | / | / | / | / | -1%
COc1cc(CN(C)C(=O)c2c(C)noc2-c2cccc(F)c2)cc(OC)c1OC | 29 | -12% | -4% | ? | -5% | 45µM* | -1%
Cc1ccc(CNS(=O)(=O)c2c(C)nc3sc(C)cn3c2=O)cc1 | -27* | 9% | / | / | / | / | 0%
CN(C)c1ccc(Nc2nc(N)n(C(=O)c3c(F)cccc3F)n2)cc1 | -51* | -21% | 3.2µM* | / | / | / | 55%[activator]
Cc1ccc(CCNC(=O)CCSCc2ccc(Cl)cc2)cc1 | 18 | 5% | / | / | / | / | -9%
The listing continues:
SMILES | IP6K1 inhibitor | HEK293 viab | GPT2 inhibitor | NIH3T3 tox | Luciferase inh | HEK cytotox | SNCA expr inhib
O=C(NC1CCCCCC1)c1cn2cc(-c3ccc(C(F)(F)F)cc3)sc2n1 | 0 | -2% | i | -16% | / | -16% | -23%
CCOc1ccc(C(=O)N2CC(c3nnc(-c4ccc(C)cc4)o3)C3(CCOCC3)C2)cc1 (centres undefined) | 5 | -11% | i | -20% | -4% | -19% | 5%
Cc1cccc2sc(N(CCCN(C)C)C(=O)c3ccc(Cl)s3)nc12 | 29 | ? | / | / | / | / | ?
CCCSc1oc(-c2ccco2)nc1S(=O)(=O)c1ccc(Br)cc1 | 0 | 13% | / | / | / | / | -20%
CC1(C)N=C(c2ccccc2)C(=O)N1CC(N)=O | 2 | -8%[12.5 µM] | i | -3% | -1% | 4% | ?
COc1ccccc1CCC(=O)N1CCCN(c2cc(-c3ccc(Cl)cc3)[nH]n2)CC1 | 2 | 2% | ? | 35µM* | -4% | ? | -24%
Cc1cnc(C(=O)N2CCn3c(nnc3[C@@H]3C[C@@H](O)CN3Cc3ccccc3)C2)cn1 | -10 | 0%[12.5 µM] | i | i | 7% | 5% | 20%
CCn1cc(S(=O)(=O)N2CCC(Cc3nncn3CC)C2)cn1 (centres undefined) | 17 | 11% | -4% | 0% | 6% | 1% | 8%
Cc1ccc(O)c(N=Nc2ccccc2)n1 | / | -2% | -9% | / | / | / | ?
CCc1nc2c(c(-c3ccc(O)cc3)n1)CCN(C(=O)Cc1ccccn1)CC2 | 15 | -1% | i | -6% | / | i | -2%
O=C(c1ccc(C(F)(F)F)cc1)N1CCC2(Cc3ccccc3NC2=O)C1 (centres undefined) | -3 | -2% | -3% | ? | -9% | ? | 12%
COCCN1CCC2(CCC1=O)CCN(C(=O)Nc1cc(OC)ccc1OC)CC2 | 8 | 8% | -11% | -11% | / | i | 34%[activator]
COc1cccc(C(=O)N2CCN(c3cc(C(F)(F)F)ncn3)CC2)c1 | -4 | -2% | -23% | ? | -3% | -8% | 4%
O=C(NC[C@H]1O[C@@H](CO)[C@@H](O)[C@H]1N1CCCCC1)Nc1ccccc1 | -17 | 4%[87.6 µM] | i | -6%[138 µM] | -17%[172 µM] | -13%[172 µM] | 16%[87.6 µM]
CCOC(=O)COC1CCN(C(=O)c2cccc(OC)c2)CC(=O)N(C)c2ccccc21 (centres undefined) | -6 | / | / | -14% | / | ? | /
Cc1ccccc1CCNC(=O)C1CCN(S(=O)(=O)c2ccc3c(ccn3C)c2)CC1 | -10 | 8% | / | / | / | / | 6%
COCc1ccc2c(c1)c(OC(C)(C)C(=O)NCC1CCOCC1)nn2Cc1cccnc1 | 0 | 3% | -30% | 40µM* | 4% | i | 23%
O=C1Nc2ccccc2CC12CCCN(CC1CC1)C2 (centres undefined) | 17 | -3%[87.6 µM] | i | 1%[138 µM] | / | -3%[172 µM] | -13%[87.6 µM]
CC(C)CNc1ncnc2c1CN(C1CCC1)C(=O)CN2C | -9 | 13% | i | -28% | / | -13% | 8%
COc1ccccc1NC(=O)N(Cc1ccco1)C1CCN(C(C)=O)CC1 | -9 | 8% | / | / | / | / | 15%
CC1=C(c2ccc(Cl)cc2)S(=O)(=O)N=C1N1CCC(C(=O)NCCc2ccco2)CC1 | -8 | 6% | / | / | / | / | -3%
O=C(NCc1cccs1)c1cc(-c2cc(Cl)cc(Cl)c2)c2cccn2n1 | -8 | -7% | i | ? | / | ? | -15%
COc1ccc(-n2cc(-c3ccccc3)c3c(N4CCCC(C)C4)ncnc32)cc1 (centres undefined) | 9 | 0% | / | / | / | / | 2%
COc1ccc(C(=O)N2CCC(=O)N(CCC#N)C[C@H]3COc4ccccc4[C@H]32)cc1 | 16 | / | / | ? | / | -12% | /
CCN1CCC(N(Cc2ccc3c(c2)OCO3)C(=O)Nc2ccc(Br)c(C)c2)CC1 | -4 | -8% | / | / | / | / | -26%
The list goes on.
SMILES | IP6K1 inhibitor | HEK293 viab | GPT2 inhibitor | NIH3T3 tox | Luciferase inh | HEK cytotox | SNCA expr inhib
Cc1ccc(Nc2nc(-c3ccccc3)nc3ccccc23)cc1 | 1 | 5% | / | / | / | / | 2%
O=C1CCN(S(=O)(=O)c2ccccc2)CCCC(C(=O)NC2CCCC2)CCN1 (centres undefined) | 3 | 4% | -6% | i | -7% | i | 20%
COc1ccc(NC(=O)Cn2cnc3c(oc4ccccc43)c2=O)cc1OC | 1 | 8% | / | / | / | / | 51%[activator]
CC(=O)N[C@@H]1C=C[C@@H](c2c(C)nn(-c3ccc(C)c(Cl)c3)c2C)C1 | 3 | -3%[87.6 µM] | 2%[88.5 µM] | 79µM* | ? | ? | -33%[87.6 µM]
CCOc1cccc(CN2CCOc3ccc(C(=O)NCc4ccccc4F)cc3C2)c1 | 9 | -2% | -15% | ? | -1% | ? | -8%
CCOC(=O)c1ccccc1NC(=O)CSc1cn(CC(=O)N2CCCCC2)c2ccccc12 | -2 | 5% | / | / | / | / | -5%
CCc1ccc(CNC(=O)Cn2c(C)cc3nc4n(c(=O)c32)CCCC4)cc1 | 4 | -17% | 3% | -27% | -17% | ? | 0%
COc1ccc(CCNC(=O)c2ccc3c(c2)N(Cc2ccccc2C)C(=O)c2ccccc2S3)cc1OC | 15 | -24% | / | / | / | / | ?
Cc1nc(-c2cnccn2)n(CC(=O)Nc2cccc(C#N)c2)c(=O)c1C | 3 | 1% | -24% | i | -4% | 7% | -28%
CCc1cccc(NC(=O)CN(C)S(=O)(=O)c2ccc3[nH]c4c(c3c2)CCCC4)c1 | 1 | -5% | / | / | / | / | -4%
O=C(CN1CCCC1=O)N1CCc2ncnc(N3CCOCC3)c2CC1 | -10 | -3% | 2% | -1% | 4% | 3% | 6%
CCOCCNC(=O)[C@@H]1CCCN1C(=O)c1cccc(-c2ccccc2OC)c1 | -5 | 1%[12.5 µM] | i | ? | / | ? | 4%
CCc1cccc(NC(=O)N2CCC3(CC2)CC(=O)N(Cc2ccccc2)C3)c1 | -6 | -4% | 3% | -17% | 12% | i | -13%
CNC(=O)N1CCC(C2CCN(C(=O)Cc3cccs3)C2)CC1 (centres undefined) | -6 | -1%[12.5 µM] | 3% | 1% | 7% | i | 24%
COc1cc(C(CC(=O)Nc2ccc(F)cc2F)N2Cc3ccccc3C2=O)cc(OC)c1OC (centres undefined) | 1 | -13% | / | / | / | / | 26%

Looked up one by one from above:
SMILES | IP6K1 inhibitor | HEK293 viab | GPT2 inhibitor | NIH3T3 tox | Luciferase inh | HEK cytotox | SNCA expr inhib
CCOCCNC(=O)[C@@H]1CCCN1C(=O)c1cccc(-c2ccccc2OC)c1 | -5 | 1%[12.5 µM] | i | ? | / | ? | 4%
CCc1ccc(CNC(=O)Cn2c(C)cc3nc4n(c(=O)c32)CCCC4)cc1 | 4 | -17% | 3% | -27% | -17% | ? | 0%
COc1ccc(NC(=O)Cn2cnc3c(oc4ccccc43)c2=O)cc1OC | 1 | 8% | / | / | / | / | 51%[activator]
